# Bioassay records: PubChem BioAssay, National Center for Advancing Translational Sciences (NCATS)
# WRN inhibitor – blocks human WRN helicase | Q14191 | WRN helicase unwinding, fluorescent forked duplex, kinetic | Potency, µM (top dose mostly 114 µM), without a hit: at the top dose activity change, negative = inhibition, hits mostly inhibitors | actives 0.46% (n = 360,000) | AID 651768; also: potency is read from the fitted curve at half-maximal effect; % is scaled to controls: 0 for no effect and ±100 for the full control effect; nearly all actives have a fitted effect of over 55% in size
# Target sequence (Q14191 whole entry, looked up): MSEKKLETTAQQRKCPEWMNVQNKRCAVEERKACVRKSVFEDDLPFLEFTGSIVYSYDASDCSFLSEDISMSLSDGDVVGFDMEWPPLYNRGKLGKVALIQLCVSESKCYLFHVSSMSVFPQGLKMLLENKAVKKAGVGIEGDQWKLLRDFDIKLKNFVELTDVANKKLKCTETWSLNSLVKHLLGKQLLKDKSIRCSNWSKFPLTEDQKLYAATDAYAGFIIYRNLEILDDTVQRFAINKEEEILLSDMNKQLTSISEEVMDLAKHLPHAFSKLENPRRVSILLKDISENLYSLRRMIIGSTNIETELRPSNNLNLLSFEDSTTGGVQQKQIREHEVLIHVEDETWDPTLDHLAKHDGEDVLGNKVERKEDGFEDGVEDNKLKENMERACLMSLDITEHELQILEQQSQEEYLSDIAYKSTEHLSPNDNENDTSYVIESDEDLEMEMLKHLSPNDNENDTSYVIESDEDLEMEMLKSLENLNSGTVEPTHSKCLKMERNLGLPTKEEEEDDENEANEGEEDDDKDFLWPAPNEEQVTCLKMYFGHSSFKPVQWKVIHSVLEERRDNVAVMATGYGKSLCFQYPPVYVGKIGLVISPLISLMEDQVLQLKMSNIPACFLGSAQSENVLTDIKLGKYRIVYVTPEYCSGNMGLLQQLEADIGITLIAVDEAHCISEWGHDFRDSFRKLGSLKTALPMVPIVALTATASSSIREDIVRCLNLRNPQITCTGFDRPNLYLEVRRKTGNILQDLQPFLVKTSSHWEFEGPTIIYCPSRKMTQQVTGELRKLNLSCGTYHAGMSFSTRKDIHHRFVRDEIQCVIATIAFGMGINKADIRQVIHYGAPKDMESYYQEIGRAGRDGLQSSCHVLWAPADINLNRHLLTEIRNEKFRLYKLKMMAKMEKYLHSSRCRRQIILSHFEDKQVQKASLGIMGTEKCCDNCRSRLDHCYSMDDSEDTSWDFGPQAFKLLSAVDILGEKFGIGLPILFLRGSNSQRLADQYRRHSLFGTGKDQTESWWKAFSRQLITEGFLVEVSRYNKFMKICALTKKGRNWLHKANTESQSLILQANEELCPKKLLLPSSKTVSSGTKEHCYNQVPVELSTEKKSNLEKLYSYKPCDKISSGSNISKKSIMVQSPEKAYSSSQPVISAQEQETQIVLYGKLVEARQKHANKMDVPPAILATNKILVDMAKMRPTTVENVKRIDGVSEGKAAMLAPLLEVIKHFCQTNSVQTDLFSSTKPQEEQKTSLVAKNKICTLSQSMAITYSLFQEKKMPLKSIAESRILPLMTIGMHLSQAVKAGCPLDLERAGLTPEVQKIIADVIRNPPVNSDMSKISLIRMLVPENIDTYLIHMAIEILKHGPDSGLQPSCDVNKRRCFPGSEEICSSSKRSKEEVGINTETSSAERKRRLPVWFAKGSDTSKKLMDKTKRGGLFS
#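 Screening of the MLSMR collection measured strand separation of a quenched forked DNA duplex (100 nM) by 20 nM WRN with 2 mM ATP, all final. Compounds were preincubated with enzyme 15 min at room temperature.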
# MCF10A rereplic – DNA re-replication induction in MCF 10a cells; Potency, µM (series often up to 46.1 µM), for the others: top-dose activity, positive = re-replication, usual class: activators; actives 2.9% (n = 350,000); MCF 10A DNA re-replication, Hoechst nuclear intensity, 48 h; also: potency is read from the fitted curve at half-maximal effect; % of control where 0% means no effect; nearly all actives have a fitted effect of over 50% in size
# HT1080 IDH1KD tx – kills HT-1080 cells with IDH1 knockdown. Potency, µM (titrated, usually from 46.1 µM), for inactives: at the highest dose activity, negative = toxicity, most hits filed as cytotoxic. actives 2% (n = 360,000). HT-1080 IDH1 knockdown viability, ATP luminescence, 48 h;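 also: potency is read from the fitted curve at half-maximal effect; 0% = DMSO wells and -100% = cell-free medium wells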
#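 HT-1080-IDH1KD cells (IDH1 knocked down), 750/well in RPMI with 5% FBS, treated with compound 48 h at 37 degrees C. Viability by CellTiter-Glo luminescence, normalised to DMSO and no-cell wells; concentration-response curves classed.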
# ATXN2 expr inh – inhibitors of ATXN2 expression; HEK-293 ATXN2-luciferase reporter, luminescence, 24 h; Potency, µM (titrated, usually from 57 µM), inactives show at the top dose activity change, negative = inhibition, actives largely listed as inhibitors; actives 0.72% (n = 360,000); AID 1745845; also: potency is read from the fitted curve at half-maximal effect; % is scaled to controls: 0 for no effect and ±100 for the full control effect; nearly all actives have a fitted effect of over 55% in size
#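 qHTS (up to 57 uM final) was run with 24 h compound exposure of reporter cells at 37 °C. Each well was multiplexed: SteadyGlo luminescence measured ATXN2-luciferase expression after a fluorogenic Gly-Phe-AFC viability readout (25 uM final).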
# HT1080-NT tox – kills 2HG-producing HT-1080-NT fibrosarcoma cells | HT-1080-NT fibrosarcoma viability, CellTiter-Glo ATP luminescence, 48 h | Potency, µM (series often up to 46.1 µM), for inactives: at the highest dose activity, negative = less viability, most hits filed as cytotoxic | actives 1.6% (n = 360,000);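 also: NT is the 2HG producing partner of a matched IDH1 knockdown line; potency is read from the fitted curve at half-maximal effect; 0% = DMSO-treated cells and -100% = media-only wells without cells; nearly all actives have a fitted effect of over 55% in size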
#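 HT-1080-NT fibrosarcoma cells (2HG-overproducing), 750 cells/well in RPMI with 5% FBS, dosed after 2 h and incubated 48 h at 37C. CellTiter-Glo luminescence normalized to DMSO and no-cell wells; concentration-response curves fitted and classed.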
# KB-V1 MDR tox – kills drug-selected multidrug resistant KB-V1 cells; Potency, µM (titrated, usually from 46.1 µM), without a hit: at the highest dose activity change, negative = cytotoxicity, hits mostly cytotoxic; KB-V1 MDR cells viability, CellTiter-Glo, 72 h; actives 3.4% (n = 400,000); also: potency is read from the fitted curve at half-maximal effect; % is scaled to controls: 0 for no effect and ±100 for the full control effect; nearly all actives have a fitted effect of over 60% in size
#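 Luminescent ATP read-out (CellTiter-Glo, 10 min) measures survival of drug-selected KB-V1 MDR cells after 72 h, 37 degrees C compound exposure. Medium: phenol-red-free DMEM, 10% FBS. Values from fitted concentration-response curves.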
# IL-1B inflam inh – blocks inflammasome-driven IL-1 beta release; THP-1 LPS/ATP IL-1B secretion, AlphaLISA, 16 h; hits give low values; activity change, % at 57.5 µM; actives 4.7% (n = 360,000); in the data active = activity change below about -50%; inconclusive = mostly about -30% to -49%; also: % is scaled to controls: 0 for no effect and ±100 for the full control effect
#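 Secreted IL-1B measured by AlphaLISA bead assay after 16 h compound exposure of THP-1 cells; compounds (final up to 57.5 uM) added 1 h before LPS (250 ng/mL) and ATP (1.25 mM) stimulation; lower signal means less secretion.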
# SW480 rereplic – inducers of DNA re-replication in SW480 colon cancer cells; actives 1.8% (n = 340,000); Potency, µM (titrated, usually from 46.1 µM), inactives show at the highest dose re-replication activation, most hits filed as activators; SW480 DNA re-replication, Hoechst DNA content imaging, 48 h; also: potency is read from the fitted curve at half-maximal effect; % of control where 0% means no effect; nearly all actives have a fitted effect of over 55% in size
#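 Compounds, transferred as 23 nL by pin tool, were incubated with cells for 48 hr; DNA content per nucleus was then quantified by Hoechst staining and fluorescence plate imaging.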
# KB-3-1 cytotox – KB-3-1 parental cell cytotoxicity; KB-3-1 viability, CellTiter-Glo ATP luminescence, 72 h; Potency, µM (doses to about 46.1 µM), inactives show at the highest dose activity change, negative = cytotoxic, most hits filed as cytotoxic; actives 1.4% (n = 400,000); AID 1347075; also: potency is read from the fitted curve at half-maximal effect; % is scaled to controls: 0 for no effect and ±100 for the full control effect; nearly all actives have a fitted effect of over 60% in size
#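 Parental KB-3-1 viability, qHTS format: 72 h compound exposure, 37 °C; CellTiter-Glo; media-only wells and DMSO plates as controls; concentration-effect fits on corrected data.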
# Starred values were filed as active, the others as inactive; ? = inconclusive; nt = not tested or not shown; [ ] = another dose, or the depositor's remark. Unless noted, calls follow the shape of the dose curve; as a rule, active = well fitted curve in the direction sought with a large enough effect; inconclusive = small, poorly fitted or top-dose-only effect, or another doubt; inactive = no such curve, though single readings can be large; an effect the other way counts as inactive or inconclusive.
SMILES,WRN inhibitor,MCF10A rereplic,HT1080 IDH1KD tx,ATXN2 expr inh,HT1080-NT tox,KB-V1 MDR tox,IL-1B inflam inh,SW480 rereplic,KB-3-1 cytotox
Cc1ccc(-c2csc3nnc(SCC(=O)N4CCN(Cc5ccccc5)CC4)n23)cc1,-10%,1%,-5%,9%,-8%,6.5µM*,-18,8%,-2%
COc1ccccc1NC(=S)NCC1CCCO1 (centres undefined),-2%,1%,4%,4%,11%,0%,2,20%,-3%
CS(=O)(=O)Nc1ccc(F)cc1,7%,nt,21%,13%,15%,5%,13,nt,13%
Cc1ccc(S(=O)(=O)NCC(=O)NCC(=O)N2CCC(C)CC2)cc1,-12%,-2%,-3%,2%,19%,?,22,-13%,22%
CC(C(=O)Nc1cccnc1)n1cc([N+](=O)[O-])cn1 (centres undefined),5%,-4%,4%,-18%,17%,5%,4,0%,1%
Cc1cc(-c2nnc(CCC(=O)N(C)Cc3cccc4ccccc34)o2)no1,1%,-3%,4%,48%[activator],7%,?,43,-7%,?
Cc1cc(C(F)F)n2ncc(C(=O)N3CCCCC3)c2n1,0%,-2%,-3%,-1%,0%,15%,-17,0%,8%
Cc1c([N+](=O)[O-])cc(C(=O)Nc2ccc(Cc3ccncc3)cc2)cc1[N+](=O)[O-],3%,1%,-3%,?,-3%,-9%,?,-4%,-8%
CCCCc1ccc(S(=O)(=O)N2CCC3(CC2)OCCO3)cc1,-33%,19%,-5%,-8%,-6%,?,16,-6%,-23%
O=C(CN1C(=O)COc2ccc(Cl)cc21)N1CCOCC1,1%,8%,16%,-4%,11%,0%,2,?,11%
CCC(=O)NC(Nc1cccc(C)n1)(C(F)(F)F)C(F)(F)F,2%,-5%,5%,-7%,2%,-3%,17,-6%,6%
Cc1ccc(CNC(=O)CCn2cc(-c3ccc(C)cc3)nc2CCN)cc1,-1%,-6%,-14%,5%,-17%,26%,?,3%,0%
CCCNC(=O)C1CCN(S(=O)(=O)c2cccc3nonc23)CC1,14%,12%,1%,-13%,13%,5%,7,2%,-21%
C/C(=N\NS(=O)(=O)c1ccc(Cl)c([N+](=O)[O-])c1)c1ccc(C)o1,-34%,?,8%,3%,12%,23%,-2,-2%,1%
Cn1c(=O)c2c(SCC(=O)Nc3cccc(F)c3)nc(-c3ccco3)nc2n(C)c1=O,-29%,-5%,1%,-9%,4%,14%,-13,-6%,14%
COc1ccc(C(=O)N2CCC(C(=O)c3c(C)cc(C)cc3C)CC2)cc1,-5%,0%,-8%,-32%,-16%,-40%,-4,?,-7%
CCCCCCN1C[C@H](O)[C@@H](n2cc(COC(=O)c3ccccc3)nn2)C[C@@H]1c1ccc(C)cc1,-13%,nt,-15%,?,-18%,-23%,-4,nt,-9%
COc1ccc2[nH]c(C)c(CCN(Cc3cccs3)C(=S)Nc3ccccc3OC)c2c1,-10%,-5%,-21%,?,-2%,?,-26,-3%,?
COc1ccc2nc(NC(=O)CSc3n[nH]c(N)n3)sc2c1,0%,3%,-8%,-17%,-4%,-2%,10,-423%[inhibitor],-23%
CCOC(=O)N1CCN(C(=O)c2ccccc2NC(=O)c2ccc(OC)cc2)CC1,7%,2%,6%,8%,23%,-6%,-2,-8%,10%
Cc1cc(NC(=O)COC(=O)c2ccco2)no1,-27%,6%,22%,8%,14%,-2%,16,0%,3%
O=C(Cc1cccs1)NCc1cccs1,-2%,0%,-2%,30%,1%,-4%,0,-12%,10%
COCCN(CC(=O)NCc1ccccc1)C(=O)CCC(=O)Nc1ccccn1,5%,-1%,4%,-3%,-1%,0%,0,1%,-3%
Cc1ccccc1OCCNC(=S)Nc1ccccc1,-9%,?,-21%,1%,-3%,-28%,-13,?,-17%
Cc1cc2n(n1)C(c1sccc1C)Nc1ccccc1-2 (centres undefined),-7%,12%,-6%,-15%,-7%,1%,?,4%,-3%

# The results go on.
SMILES,WRN inhibitor,MCF10A rereplic,HT1080 IDH1KD tx,ATXN2 expr inh,HT1080-NT tox,KB-V1 MDR tox,IL-1B inflam inh,SW480 rereplic,KB-3-1 cytotox
CC(NC(=O)C1CCCCC1)c1ccc2c(c1)OCCO2 (centres undefined),-3%,7%,7%,-3%,14%,-13%,46,-5%,6%
COc1ccc(CCNC(=O)CSCc2ccc(Br)cc2)cc1OC,-4%,6%,1%,-28%,10%,-16%,-4,-22%,4%
Cc1cc(C)nc(SCc2cccc(C(=O)O)c2)n1,-5%,25%,23%,-10%,?,15%,17,-2%,0%
COc1ccc(C(=O)NNC(=O)CSc2nnc3ccccn23)cc1OC,-4%,-1%,13%,-7%,2%,21%,11,-6%,-1%
O=C(OCCO)c1c(C2=CCCCC2)oc2c1C(OCCO)CCC2 (centres undefined),8%,nt,2%,4%,14%,24%,16,nt,9%
CC(=O)C1=NOC(CNC(=O)c2c(-c3ccccc3Cl)noc2C)C1 (centres undefined),4%,-4%,-5%[9.24 µM],-1%,-1%,-2%,-7,0%,4%
Cc1c(C(=O)N2CCCC2)c(S(=O)(=O)NCC(C)c2ccccc2)c(C)n1C (centres undefined),-8%,-1%,13%,9%,10%,-5%,-12,-1%,11%
O=C(CSc1nc2ccccc2c(=O)n1CCCN1CCOCC1)Nc1cccc(S(=O)(=O)N2CCCCCC2)c1,-8%,?,?,-2%,?,?,-53*,?,0%
Cc1ccc(N2C(S)=C(C#N)C(=O)NC2c2cccs2)cc1 (centres undefined),0%,?,-6%,nt,-8%,10%,-10,27%,3%
Cc1ccc(C(=O)N2CCC(Cc3ccccc3)CC2)cc1[N+](=O)[O-],-18%,16%,-16%,-20%,-10%,?,-30,1%,-1%
O=C(O)c1ccc2c(c1)OCCO2,-4%,1%,25%,4%,?,9%,-9,1%,11%
CCCc1nc(N)c(C#N)c(-c2ccco2)c1CC,-4%,?,?,-9%,-12%,?,32,-4%,?
CCOCCCNC(=O)Cc1c(C(=O)O)[nH]c2ccc(Cl)cc12,-3%,5%,5%,1%,5%,16%,10,-4%,10%
CCOC(=O)C(C#N)C(=N)C1C(=O)OC2CCCCC21 (centres undefined),0%,nt,4%,nt,0%,0%,19,nt,12%
CC[C@@H](C)[C@@H]1CN([C@@H](C)CN2CCC[C@H]2CN2C(N)=NC[C@H]2C(C)C)C(=N)N1CCc1ccc(Cl)c(Cl)c1,1%,-21%,-1%,-2%,-4%,0%,?,?,0%
COc1cccc(COC(=O)C2CC(=O)N(Cc3ccco3)C2)c1OC (centres undefined),-23%,?,-26%,29%,-8%,13%,-13,-2%,-27%
CC(=O)Nc1cccc(NC(=O)c2ccc(COc3ccccc3)cc2)c1,-1%[57.1 µM],9%,-13%,31%[activator],-21%,29%,-2,?,0%
CC(=O)Nc1cc(-c2cccc(C(=O)NCCN(C)C)c2)cn2c(-c3ccc(F)c(Cl)c3)cnc12,-31%,nt,21µM*,0%,16µM*,5%,-11,nt,0%
Cc1cccn2c(=O)c(C=O)c(N3CCN(c4ccccc4)CC3)nc12,-2%,0%,-12%,-25%,6%,-24%,14,-11%,-2%
c1ccc(CSc2nnc(-c3ccco3)n2Cc2ccccc2)cc1,-29%,36%,-1%,45%[activator],-2%,-15%,-4,4%,-18%
COc1ccc(C2CC(c3ccccc3)=NN2C(=O)c2cccs2)cc1 (centres undefined),-12%,14%,?,42%[activator],?,-8%,-23,3%,3%
Cc1ccc(S(=O)(=O)N2[C@@H](c3cccc(Cl)c3)C(C(=O)O)=CC[C@H]2c2ccc(Cl)c(Cl)c2)cc1,-25%,?,-25%,-8%,?,25%,20,-14%,1%
NC(=O)C1CCN(C(=O)c2cnn(-c3ccccc3)c2NC(=O)c2cccc(F)c2)CC1,-9%,-5%,-7%,-1%,-7%,-3%,8,-10%,-1%
CNC(=S)N/N=C/c1ccc(C(C)C)cc1,?,?,?,52%[activator],2%,?,-11,-6%,?
Nn1cnc2c([nH]c3ccccc32)c1=O,-26%[57.1 µM],0%,6%,-14%,1%,4%,16,0%,5%

# Some of these compounds in order of the IL-1B inflam inh value, descending:
SMILES	WRN inhibitor	IL-1B inflam inh	SW480 rereplic
c1ccc(CSc2nnc(-c3ccco3)n2Cc2ccccc2)cc1	-29%	-4	4%
Cc1c(C(=O)N2CCCC2)c(S(=O)(=O)NCC(C)c2ccccc2)c(C)n1C (centres undefined)	-8%	-12	-1%
COc1ccc(C2CC(c3ccccc3)=NN2C(=O)c2cccs2)cc1 (centres undefined)	-12%	-23	3%

# Additional structures follow:
SMILES,WRN inhibitor,MCF10A rereplic,HT1080 IDH1KD tx,ATXN2 expr inh,HT1080-NT tox,KB-V1 MDR tox,IL-1B inflam inh,SW480 rereplic,KB-3-1 cytotox
O=c1oc2ccccc2c(O)c1C=Nc1cccnc1,-5%,?,?,-14%,?,2%,1,1%,26%
CCC1CCC(NC(=O)Nc2cccc(OC)c2)CC1 (centres undefined),-2%,-5%,-9%,93%[activator],1%,1%,-14,3%,5%
COc1cccc(Nc2nnc(SCC3CCCCO3)s2)c1 (centres undefined),-10%,23%,1%,5%[11.3 µM],5%,9%,?,-16%,5%
O=C1COc2ccc(S(=O)(=O)N3CCN(c4cccc(Cl)c4)CC3)cc2N1,-1%,5%,-1%,nt,1%,-15%,11,29%,-63%
CCCCCCC1CCC(c2nc(-c3ccncc3)no2)CC1 (centres undefined),-5%,?,4%,-20%,7%,-3%,0,-17%,-22%
Oc1ccc(C[C@H]2CN([C@@H](Cc3ccccc3)CN3CCC[C@@H]3CN3C(=S)NC[C@@H]3Cc3ccccc3)C(=S)N2CC2CCCCC2)cc1,-12%,nt,?,0%,23µM*,4%,?,nt,0%
